# Compound activity deposited in PubChem BioAssay by several laboratories.
# hK5 inh: kallikrein 5 (human) inhibition | Q9Y337 | recombinant hK5, fluorogenic AMC substrate cleavage | inhibition, % at 5 µM | 210,000 tested, 0.59% active | AID 873;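 active means inhibition of 40% or more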;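 further: 0% = enzyme controls without compound and 100% = no-enzyme blanks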
# eIF4E-4G inh: inhibitors of eIF4E and eIF4G interaction in translation initiation; P63073+Q04637; TR-FRET eIF4E-eIF4GI(517-606) binding, 2 h; inhibition, % at 21.7 µM; 220,000 tested, 0.37% active; AID 782;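 active means inhibition above about 30%, limit read from the data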;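 further: 0% = full FRET control wells and 100% = background wells lacking eIF4GI fragment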
# 14-3-3 Bad inh: disrupts binding of bovine 14-3-3 zeta to phospho-Bad peptide. 220,000 tested, 0.71% active. inhibition, % at 21.7 µM. P63103. TR-FRET 14-3-3zeta/Dy647-pBad peptide displacement, 1 h;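 active means inhibition above about 70%, limit read from the data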;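 further: 0% = full 14-3-3 plus peptide FRET controls and 100% = background without 14-3-3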
# Target sequence (P63103 whole entry, looked up): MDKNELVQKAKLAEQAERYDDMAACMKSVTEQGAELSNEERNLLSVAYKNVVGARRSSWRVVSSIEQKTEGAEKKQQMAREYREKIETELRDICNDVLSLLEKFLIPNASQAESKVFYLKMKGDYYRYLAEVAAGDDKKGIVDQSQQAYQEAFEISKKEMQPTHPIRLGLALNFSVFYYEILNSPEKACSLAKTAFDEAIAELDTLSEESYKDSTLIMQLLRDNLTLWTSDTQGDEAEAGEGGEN
# Wee1 stabilizer: inhibitors of human Wee1 degradation; P30291; HeLa Luc-Wee1K328M stability, luciferase luminescence; 100% = proteasome inhibitor MG132 effect; reporter increase, % at 5 µM; 220,000 tested, 1.2% active;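 active means activation above the mean of all tested compounds plus 3 SD, set per screening run, cut at about 8.8% in these data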;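 further: cells exposed to compound for 20 h before luminescence read; 0% = DMSO alone and 100% = MG132 at 30 µM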
# Rad51 HR inh: Rad51 (human) homologous recombination inhibition. Q06609. hRad51 DNA strand exchange, fluorescence dequenching. inhibition, % at 10 µM. 200,000 tested, 0.085% active;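 active means inhibition above 40% at the single screening dose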;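 further: 0% = DMSO control wells and 100% = blanks with heterologous ssDNA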
# Target sequence (Q06609 whole entry, looked up): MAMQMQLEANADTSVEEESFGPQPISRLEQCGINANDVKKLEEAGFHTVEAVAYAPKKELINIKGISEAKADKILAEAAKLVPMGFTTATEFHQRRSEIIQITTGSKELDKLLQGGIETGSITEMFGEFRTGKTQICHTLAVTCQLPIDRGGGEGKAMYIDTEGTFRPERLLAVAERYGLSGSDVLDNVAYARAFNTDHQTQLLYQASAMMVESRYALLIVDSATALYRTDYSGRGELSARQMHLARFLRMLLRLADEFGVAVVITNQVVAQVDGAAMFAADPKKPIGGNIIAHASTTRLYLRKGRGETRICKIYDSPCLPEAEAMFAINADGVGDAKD
#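 Test system: preformed human Rad51 ssDNA filaments. Compound dosing: single dose, 10 µM final compound. Incubation: filaments 15 min 37 °C, then compound 30 min. Technique: FRET fluorescence dequenching, excitation 485 nm, emission 520 nm. Read-out basis: percent inhibition from fluorescence, normalised to plate control and blank means. Benchmarks: plate controls and plate blanks.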
# Mdm2 ligase inh: Mdm2 E3 ligase (human) inhibition. 210,000 tested, 0.11% active. signal enhancement, % at 5 µM. cell-based MDM2 ubiquitination luciferase reporter, 2 h; 0 = plate control, 100 = twice control, blank-subtracted. AID 1230. Q00987;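 active means signal enhancement of 30% or more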;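 further: luminescence tracks abundance of the self-degrading MDM2-luciferase fusion protein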
# Target sequence (Q00987 whole entry, looked up, the tested form may be a part): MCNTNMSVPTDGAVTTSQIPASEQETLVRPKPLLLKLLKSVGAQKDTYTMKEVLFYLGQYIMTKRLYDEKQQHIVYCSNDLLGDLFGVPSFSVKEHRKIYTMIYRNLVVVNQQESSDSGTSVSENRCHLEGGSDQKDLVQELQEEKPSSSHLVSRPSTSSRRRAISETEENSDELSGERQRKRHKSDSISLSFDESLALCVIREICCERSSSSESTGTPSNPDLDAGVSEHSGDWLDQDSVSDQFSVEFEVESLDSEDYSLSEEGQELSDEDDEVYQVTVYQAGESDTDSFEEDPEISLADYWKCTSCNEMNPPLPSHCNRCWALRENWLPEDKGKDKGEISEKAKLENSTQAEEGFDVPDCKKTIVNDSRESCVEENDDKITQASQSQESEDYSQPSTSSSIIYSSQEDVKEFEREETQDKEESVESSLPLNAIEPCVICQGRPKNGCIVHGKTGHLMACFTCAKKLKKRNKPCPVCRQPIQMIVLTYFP
#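 Buffer or medium: Cells held in DMEM | Assay system: Stable mammalian line carrying autodegrading MDM2–luciferase fusion reporter | Quantity: 2000 cells/well | Times: 4 h settle plus 2 h compound, 37 °C | Doses: One concentration, 5 µM, with 0.2% DMSO | Technique: Luminescence with SteadyLite reagent, 15 min at room temperature | Benchmarks: Plate controls and plate blanks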
# FXIa inh 1536: factor XIa (human) inhibition; purified FXIa, Boc-Glu-Ala-Arg-AMC fluorogenic substrate; inhibition, % at 5 µM; 220,000 tested, 0.14% active; P03951;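 active means inhibition of at least 40%; inactive means inhibition below 40%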;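 further: fluorescence of freed AMC excited at 355 nm; 0% = enzyme without compound and 100% = no enzyme blank; many of its hits are not listed in these tables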
# FXIIa inh 1536: factor XIIa (human) inhibition; P00748; purified FXIIa, Boc-QGR-AMC fluorogenic substrate, 2 h; inhibition, % at 5 µM; 220,000 tested, 0.3% active; in the data active means inhibition above about 40%;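 further: 0% = enzyme with no compound and 100% = blank without enzyme; many of its hits are not listed in these tables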
# p97 ATPase inh: blocks human p97 ATPase activity | P55072 | recombinant p97 ATPase, Kinase-Glo ATP luminescence, 3 h | inhibition, % at 8 µM | 220,000 tested, 0.42% active | AID 1481; in the data active means inhibition above about 15%;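 further: 0% = DMSO vehicle and 100% = wells lacking enzyme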
# * = called active by the depositor; nt = not tested or not shown; [ ] = another dose, or the depositor's remark.
SMILES,hK5 inh,eIF4E-4G inh,14-3-3 Bad inh,Wee1 stabilizer,Rad51 HR inh,Mdm2 ligase inh,FXIa inh 1536,FXIIa inh 1536,p97 ATPase inh
COC(=O)c1cc(NC(=O)Nc2cc(OC)ccc2OC)cc(C(=O)OC)c1,-21,-1,-5,4,0,-9,-14,3,-5
CCOC(=O)Nc1cc(C(=O)OC)ccc1C,7,6[fluorescence artefact?],13[fluorescence artefact?],-2,-1,-12,1,11,-2
CC(C)c1ccc(CCNC(=O)c2ccc([N+](=O)[O-])cc2)cc1,-11,2,5[fluorescence artefact?],6,-1,-15,1,7,2
Cc1ccc2[nH]c(=O)c(CN(CCCN3CCOCC3)Cc3nnnn3C3CCCC3)cc2c1,-4,3,1,-1,3,-10,-15,10,-5
COc1ccc(CN2CCN(Cc3cccc(OC)c3)C(CCO)C2)cc1 (configuration not stated),9,-1,-12,8,nt,-6,-7,5,0
COCCCNC(=S)N1CCCC(c2nc3cc(C)c(C)cc3[nH]2)C1 (configuration not stated),29,-1,2,0,1,-91,32,34,-7
CC(=O)N1CCN(S(=O)(=O)c2cccc(C(=O)OCC(=O)N3CC(=O)Nc4ccccc43)c2)CC1,-9,-3,-3,0,14,-13,-3,4,-1
Clc1ccc(/C=N/c2c(-c3ccco3)nc3ccccn23)cc1,-13,11[fluorescence artefact?],-11[fluorescence artefact?],-2,8,nt,-1,3,3
COc1ccc(CN2C(=O)CS(=O)CC2=O)cc1OC,3,-6,-14,0,-9,-13,-7,6,0
CNC(=S)N(Cc1cccs1)Cc1cc2cc(OC)c(OC)cc2[nH]c1=O,-26,1,-14,-3,-9,-8,7,15,-2
CCNC(=S)NNC(=O)c1csc2ccccc12,-119,12[fluorescence artefact?],-18[fluorescence artefact?],2,1,-1,-2,3,1
O=C(Cn1nc(C(=O)O)c2ccccc2c1=O)NCC1CCCO1 (configuration not stated),4,4,8,1,4,-2,0,8,8
Cc1cccc(/C=N/Nc2cc(N3CCOCC3)nc(N3CCOCC3)n2)c1,-9,1[fluorescence artefact?],12,-2,-6,-7,-2,9,-5
Cc1ccc(OCC(=O)N/N=C\c2ccc(C)o2)c([N+](=O)[O-])c1,-5,0,-1,5,25,-16,-3,1,-3
Cc1cccc(C(=O)Nc2ccc(C(=O)/C=C/c3cccs3)cc2)c1,-12,7[fluorescence artefact?],15[fluorescence artefact?],0,0,-22,-1,12,6
Clc1ccc(OCCCn2cncn2)cc1Cl,-8,93*[fluorescence artefact?],86*,-2,nt,-12,4,15,3
Cn1cccc1/C=C1\SC(=S)N(NC(=O)c2ccccc2Cl)C1=O,-14,9,-13,-3,-20,4,0,2,2
CC1CCN(S(=O)(=O)c2ccc(C(=O)NCc3ccc4c(c3)OCO4)cc2)CC1,-16,-11,-14,-2,2,-19,-7,10,-2
Cc1noc(/C=C/c2ccco2)c1S(=O)(=O)N1CCC(C(=O)N(C)Cc2ccccc2)CC1,2,-2[fluorescence artefact?],-4,1,-18,-4,3,18,3
CC(=O)Nc1cccc(/C(C)=N/NC(=O)c2ccc(CN3CCOCC3)cc2)c1,-3,0,-7,-3,-2,8,-3,5,5
O=S(=O)(NC1CCCC1)c1ccc(S(=O)(=O)N2CCN(c3ccccc3)CC2)cc1,-18,-5,12,2,-5,-5,-4,-15,2
COc1ccc(C(NC(=O)N2CC(C)OC(C)C2)C(Cl)(Cl)Cl)cc1F (configuration not stated),-7,-2,-5,0,-5,-11,-9,2,-4
O=S(=O)(c1ccccc1)c1nc(Nc2ccccc2N2CCOCC2)sc1Cl,2,-3,-12,1,-5,-15,-1,-16,0
CC1CC(=O)Nc2ccccc2N1S(=O)(=O)c1ccccc1 (configuration not stated),-9,nt,nt,3,3,-3,2,13,-5
Cc1ccccc1-n1nc2c(c1NC(=O)c1ccc(S(=O)(=O)N(C)C)cc1)CSC2,0,-6,0,7,-1,1,3,25,1
# More records follow.
SMILES,hK5 inh,eIF4E-4G inh,14-3-3 Bad inh,Wee1 stabilizer,Rad51 HR inh,Mdm2 ligase inh,FXIa inh 1536,FXIIa inh 1536,p97 ATPase inh
O=C(CC1NC(=O)NC1=O)NC1(C(=O)NC2CCCCC2)CCCCC1 (configuration not stated),4,2[fluorescence artefact?],17[fluorescence artefact?],3,-9,-9,0,13,-7
Fc1ccccc1-c1csc(=Nc2cccnc2)n1CCCn1ccnc1,-4,-1,-4,-2,-9,-18,-3,10,3
CC(N=Cc1ccccc1O)c1ccccc1 (configuration not stated),8,1,-9,-2,2,-7,0,11,-2
Cc1ccc(-n2c(=O)c3sccc3n(Cc3cc(=O)n4cc(Cl)ccc4n3)c2=O)cc1F,-16,13,-16[fluorescence artefact?],5,-7,5,3,9,3
Cc1ccc(NS(=O)(=O)c2ccc(CCC(=O)NCCCOC(C)C)cc2)cc1,-8,0[fluorescence artefact?],-8,-2,-7,8,4,11,0
C=CCn1c(C(C)NC(=O)c2ccccc2C)n[nH]c1=S (configuration not stated),-14,-4,-6,2,-33,-3,6,6,4
O=C1N(Cc2cccnc2)C[C@@H]2C[C@@H](c3ccc4nsnc4c3)N3CCC[C@@]123,nt,1,-1,6,nt,-21,2,12,2
Cc1ccc(S(=O)(=O)NNC(=O)C2CC=CCC2C(=O)O)cc1 (configuration not stated),8,2,-18,-4,-5,9,0,4,5
O=C(NCC(=O)N(CCc1ccccc1)C(C(=O)NC1CCCCC1)c1ccncc1)c1ccco1 (configuration not stated),-8,9,-14,0,5,1,2,22,-2
COc1ccc(-n2nnnc2SCC(=O)NNC(=O)c2ccc([N+](=O)[O-])cc2)cc1,5,2,7,-1,5,-12,1,11,4
CC(C)(C)NC(=O)Cn1c(Cl)nc2ccccc21,3,-1,-19,0,-6,5,-2,10,5
CC(=O)Nc1cc2c(ccc3ccccc32)oc1=O,-58,-4,-9,4,3,-14,-8,-6,2
Cc1ccc2oc(=O)c3cnn(CC(=O)NCCN4CCOCC4)c3c2c1,-6,-1,0[fluorescence artefact?],0,-2,-10,7,16,3
CC(C)c1ccc(/C=N/NC(=O)CC(=O)NC2CCCCC2)cc1,4,1,-6,3,0,0,-1,9,1
Cc1cccc(NC(=O)NC(C)C(c2ccccc2)N2CCN(C)CC2)c1 (configuration not stated),8,-2,1,4,-11,-8,1,7,-5
CCn1c(N2CCN(C(=S)NC)CC2)nc2ccccc21,-6,4,14,-1,-7,-5,2,11,4
COc1ccc(C2c3ccc(O)cc3Oc3ncn(CC(C)C)c(=N)c32)cc1 (configuration not stated),-2,0,-1,-2,nt,-24,2,15,8
COc1nc(N2CCCCCC2)nc(N2CCCCCC2)n1,-19,-17,-11,5,1,-22,-10,2,2
CN(C)c1ccc(P(=O)(OCc2ccccc2)C(O)c2ccc(Cl)cc2)cc1 (configuration not stated),-6,3,-6,6,4,-19,-3,11,4
COc1cccc(NC(=S)N2CCc3cc(OC)c(OC)cc3C2COc2ccc3c(C)cc(=O)oc3c2)c1 (configuration not stated),4,-1,-4,1,-11,-12,-10,-4,-1
CCOC(=O)c1ccc(NC(=O)Nc2ccc(S(N)(=O)=O)cc2)cc1,5,-11,-8,4,8,-5,-4,12,6
O=S(=O)(Cc1cccc(F)c1)c1c[nH]c2ccccc12,-5,-5,20,-1,-5,-25,4,15,1
CCOc1ccc(C2CC(=O)NC(SC)=C2C#N)cc1 (configuration not stated),-8,-2,8,0,-1,-8,1,21,-1
COc1ccc(-c2c(=O)n(OCc3ccccn3)c3ccccc3[n+]2[O-])cc1OC,5,1,-1,-1,-5,-12,-3,3,-4
CCOC(=O)c1c(C)c(C(=O)NC(C)COC)c(C)n1C (configuration not stated),-12,-3,-4,-1,1,-16,-9,-2,2

# One compound at a time (already shown). Order of screens: hK5 inh, eIF4E-4G inh, 14-3-3 Bad inh, Wee1 stabilizer, Rad51 HR inh, Mdm2 ligase inh, FXIa inh 1536, FXIIa inh 1536, p97 ATPase inh
# Cc1ccc(-n2c(=O)c3sccc3n(Cc3cc(=O)n4cc(Cl)ccc4n3)c2=O)cc1F is listed as -16, 13, -16[fluorescence artefact?], 5, -7, 5, 3, 9, 3
# CN(C)c1ccc(P(=O)(OCc2ccccc2)C(O)c2ccc(Cl)cc2)cc1 (configuration not stated) is listed as -6, 3, -6, 6, 4, -19, -3, 11, 4
# COc1nc(N2CCCCCC2)nc(N2CCCCCC2)n1 is listed as -19, -17, -11, 5, 1, -22, -10, 2, 2
# Cc1cccc(NC(=O)NC(C)C(c2ccccc2)N2CCN(C)CC2)c1 (configuration not stated) is listed as 8, -2, 1, 4, -11, -8, 1, 7, -5
# C=CCn1c(C(C)NC(=O)c2ccccc2C)n[nH]c1=S (configuration not stated) is listed as -14, -4, -6, 2, -33, -3, 6, 6, 4

# Other structures
SMILES,hK5 inh,eIF4E-4G inh,14-3-3 Bad inh,Wee1 stabilizer,Rad51 HR inh,Mdm2 ligase inh,FXIa inh 1536,FXIIa inh 1536,p97 ATPase inh
Cc1nc2ncnn2c(C)c1CCC(=O)Nc1csc(N)n1,-23,2[fluorescence artefact?],-3[fluorescence artefact?],-4,-4,0,-4,5,3
CN(C)c1cc(-c2ccc(Cl)cc2Cl)oc(=O)c1Cl,-12,10,3,0,-6,-4,0,-1,6
CN1c2ccccc2C2(C)CCCC3=Cc4cc([N+](=O)[O-])cc([N+](=O)[O-])c4OC312 (configuration not stated),-3,-2,10,-2,0,5,10,11,6
O=S(=O)(c1ccc(-c2csc(-c3cccnc3)n2)cc1)N1CCCCC1,-17,-1,2,3,-31,1,7,14,1
COc1ccc(-n2nc3c(c2NC(=O)c2c(-c4ccccc4Cl)noc2C)CS(=O)(=O)C3)cc1,21,5,-2[fluorescence artefact?],2,nt,-7,2,12,4
CC1=C(C(N)=O)C(c2cccs2)NC(=O)N1 (configuration not stated),-2,-17,7,5,nt,nt,-1,5,3
Cc1nc(-c2ccc(-c3ccon3)s2)no1,-2,4,-8,5,14,6,2,4,8
O=C(C/C=N\OCc1ccc([N+](=O)[O-])cc1)Nc1ccc(Cl)cc1,-6,2,-7,-3,8,-11,-3,2,2
O=[N+]([O-])c1cccc(-c2ccc(SCc3cccnc3)nn2)c1,7,-1,-2,-1,4,-4,11,15,-2
O=C(Oc1cccc(NC(=O)c2ccco2)c1)c1ccc(Br)c(S(=O)(=O)N2CCCCC2)c1,2,-3,0,0,-6,-13,-4,5,3
Cc1onc(-c2ccccc2Cl)c1C(=O)N1CCN(c2ncccn2)CC1,3,0,21,-1,-4,-9,-4,8,-1
COc1ccc(/C(N)=N/OC(=O)c2ccc(C)c([N+](=O)[O-])c2)cc1OC,0,-15,-10,0,1,-15,1,15,2
Cc1ccc(-c2csc(C3C(N)=NC(S)=C(C#N)C34CCCCC4)n2)cc1 (configuration not stated),14,-5,14,-1,-2,-13,-4,5,-2
C=CCOC(=O)C1=C(C)NC(SCC(N)=O)=C(C#N)C1c1ccc(C)cc1 (configuration not stated),-8,10,0,-2,3,-6,2,12,-3
CCSc1nc(C)c(C(C)=O)cc1C#N,2,2,5,-1,-1,-25,-4,-12,4
CC(=O)N1CCN(C(=O)c2cc(S(=O)(=O)Nc3ccc(S(C)(=O)=O)cc3)ccc2Cl)CC1,-7,0,-5,-2,-4,-7,2,10,0

# Not a hit list; overall some 3.5% were active at least once.
